High-throughput results (PubChem)
UPR XBP1 act: adaptive UPR (XBP1) activation; AID 463104; activation, % at 20 µM; CHO-XBP1 luciferase reporter, IRE1-XBP1 UPR activation, luminescence; percent of tunicamycin response, DMSO as zero; actives 0.33% (n = 330,000);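 active = versus positive control, 20 µM dose yields 30% or more activation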;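 note: 100% = tunicamycin at 10 µg/mL and 0% = DMSO only wells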
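Material: CHO cell line with stable XBP1 luciferase reporter; buffer or medium: F12 medium containing 10% fetal bovine serum; compound: single point, 20 µM final compound, 1% DMSO; incubation: 6 h treatment, 37 °C; measured by: glow luminescence from Steady-Glo reagent; evaluation: activation, % of tunicamycin; control set: tunicamycin high, DMSO low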
Mdm2 MdmX PPI: human Mdm2/MdmX binding inhibition; AID 485346; actives 3% (n = 330,000); inhibition, % at 8 µM; SaOS-2 split-luciferase Mdm2/MdmX complementation, luminescence; O15151+Q00987;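 active = inhibition of at least 50% at 8 µM in the primary screen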
Target sequence (O15151 whole entry, looked up): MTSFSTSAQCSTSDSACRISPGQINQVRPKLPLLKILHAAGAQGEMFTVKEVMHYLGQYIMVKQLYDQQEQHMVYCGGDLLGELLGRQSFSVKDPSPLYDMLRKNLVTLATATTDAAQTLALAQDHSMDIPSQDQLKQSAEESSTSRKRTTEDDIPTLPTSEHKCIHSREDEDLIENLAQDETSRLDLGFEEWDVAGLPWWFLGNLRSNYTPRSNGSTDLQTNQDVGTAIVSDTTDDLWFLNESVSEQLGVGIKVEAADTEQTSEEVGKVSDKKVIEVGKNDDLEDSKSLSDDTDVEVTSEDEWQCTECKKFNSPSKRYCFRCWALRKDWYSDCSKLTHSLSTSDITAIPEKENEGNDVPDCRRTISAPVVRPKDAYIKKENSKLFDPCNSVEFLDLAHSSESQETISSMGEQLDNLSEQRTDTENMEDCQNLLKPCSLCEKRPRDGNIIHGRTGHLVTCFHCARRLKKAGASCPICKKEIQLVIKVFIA
Target sequence (Q00987 whole entry, looked up): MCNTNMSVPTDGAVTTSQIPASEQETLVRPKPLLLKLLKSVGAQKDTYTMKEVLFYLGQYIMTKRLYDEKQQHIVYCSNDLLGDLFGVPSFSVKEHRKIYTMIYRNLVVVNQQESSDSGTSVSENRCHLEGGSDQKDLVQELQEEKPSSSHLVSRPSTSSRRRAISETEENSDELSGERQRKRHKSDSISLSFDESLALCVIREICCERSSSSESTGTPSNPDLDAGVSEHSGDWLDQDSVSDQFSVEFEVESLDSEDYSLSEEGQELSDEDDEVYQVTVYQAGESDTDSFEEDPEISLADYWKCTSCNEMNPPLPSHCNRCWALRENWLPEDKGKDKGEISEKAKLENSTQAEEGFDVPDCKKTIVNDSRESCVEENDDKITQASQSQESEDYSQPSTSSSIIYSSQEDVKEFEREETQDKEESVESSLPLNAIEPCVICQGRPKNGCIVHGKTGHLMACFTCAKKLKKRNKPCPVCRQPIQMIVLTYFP
697 NFkB inh: lowers PMA/ionomycin-induced NF-kB signal in 697 B cells. AID 435022. 697 B-cell NF-kB luciferase reporter, 16 h. actives 0.33% (n = 330,000). inhibition, % at 4 µM; in the data active = inhibition above about 35%
Jurkat NFkB inh: lowers PMA/ionomycin-induced NF-kB signal in Jurkat cells; PMA/ionomycin-induced NF-kB luciferase reporter, luminescence; inhibition, % at 4 µM; actives 0.53% (n = 330,000); AID 435003; in the data active = inhibition above about 50%
tim10-1 inh: tim10-1 yeast growth inhibition; inhibition, % at 20 µM; AID 463190; actives 2.2% (n = 330,000); S. cerevisiae tim10-1 ts strain growth, BacTiter-Glo, 24 h;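 active = inhibition of at least 40%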;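 note: mutant grown at 25 °C; 0% = DMSO wells with yeast and 100% = wells holding no yeast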
CHOP UPR activ: activators of apoptotic arm of unfolded protein response (CHOP); CHO-CHOP luciferase reporter, UPR activation, luminescence; percent of tunicamycin response over DMSO baseline; activation, % at 10 µM; actives 0.34% (n = 330,000); AID 449763;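 active = at 10 µM dose, activation of 40% or more, normalized to positive control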;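 note: 100% = tunicamycin at 10 µg/mL and 0% = DMSO alone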
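Assay system: CHO-CHOP cells, stable luciferase reporter of PERK-eIF2a-CHOP signalling / Buffer or medium: F12 plus 10% serum / Compound dosing: one dose, 10 µM in 0.5% DMSO / Times: 6 h compound treatment, 37 °C / Technique: luciferase luminescence / Read-out: % reporter activation, DMSO baseline versus tunicamycin full activation / Benchmarks: tunicamycin and DMSO controls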
tim23-1 inh: growth inhibitors of tim23-1 mutant yeast | AID 463212 | inhibition, % at 20 µM | actives 1.3% (n = 330,000) | S. cerevisiae tim23-1 growth, BacTiter-Glo luminescence, 24 h;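 active = growth inhibition of the mutant yeast at or above 50%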;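 note: temperature-sensitive mutant grown at 25 °C; plate controls were DMSO-treated mutant yeast for no effect and medium wells lacking yeast for full effect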
TIM10 inh: TIM10 yeast growth inhibition. S. cerevisiae TIM10 strain growth, BacTiter-Glo luminescence, 24 h. inhibition, % at 10 µM. actives 1.4% (n = 330,000). AID 463195;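 active = inhibition of 40% or more at the single tested concentration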;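 note: wild-type TIM10 isogenic control strain grown at permissive 25 °C; 0% = DMSO yeast wells and 100% = minimal medium wells without yeast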
Starred values were filed as active, the others as inactive. Compounds as they come. Share with any hit: about 6.6%.

For Cc1cc(NC(=O)COC(=O)c2cccc(O)c2)no1 the results were UPR XBP1 act -3.5, Mdm2 MdmX PPI -29.4, 697 NFkB inh -7.2, Jurkat NFkB inh 2.0, tim10-1 inh 12.6, CHOP UPR activ 0.5, tim23-1 inh 13.3 and TIM10 inh 1.7.
`COc1ccc(OC)c(NC(=O)NCCc2cccc(Cl)c2)c1` gave UPR XBP1 act -1.9, Mdm2 MdmX PPI -15.1, 697 NFkB inh 21.9, Jurkat NFkB inh -3.6, tim10-1 inh 13.0, CHOP UPR activ 0.4, tim23-1 inh 17.1 and TIM10 inh 18.8.
For CCOc1ccc(NC(=O)CN(C)C(=O)c2cccnc2Sc2ccc(Cl)cc2)cc1OCC the results were UPR XBP1 act -3.7, Mdm2 MdmX PPI 23.6, 697 NFkB inh 6.9, Jurkat NFkB inh 9.5, tim10-1 inh 4.5, CHOP UPR activ -0.1, tim23-1 inh 2.9 and TIM10 inh -6.2.
For Cc1cc(C(=O)NCCCC(=O)O)c(C)o1 the results were UPR XBP1 act -2.4, Mdm2 MdmX PPI 6.2, 697 NFkB inh 28.0, Jurkat NFkB inh 5.9, tim10-1 inh 10.7, CHOP UPR activ -1.8, tim23-1 inh -10.9 and TIM10 inh 8.9.
COc1ccc(CNS(=O)(=O)c2ccc(N3CCCC3)cc2Br)cc1 was read as UPR XBP1 act 0.6, Mdm2 MdmX PPI 3.0, 697 NFkB inh 15.3, tim10-1 inh 5.0, CHOP UPR activ 0.6, tim23-1 inh 38.6 and TIM10 inh 7.3.
For CCCCCCCCOc1ccc(C2CC(=O)NC2=O)cc1 (stereo unspecified) the results were UPR XBP1 act -4.5, Mdm2 MdmX PPI 15.7, 697 NFkB inh -7.6, Jurkat NFkB inh 16.6, tim10-1 inh 22.2, CHOP UPR activ 1.3, tim23-1 inh 31.5 and TIM10 inh 3.2.
For C=CCC(C(=O)NC(C)c1ccccc1)C(=O)NC(C)c1ccccc1 (stereo unspecified) the results were UPR XBP1 act -3.5, Mdm2 MdmX PPI -2.7, 697 NFkB inh -9.4, Jurkat NFkB inh -12.7, tim10-1 inh 28.2, CHOP UPR activ 1.0, tim23-1 inh 11.3 and TIM10 inh 4.1.
`COC(=O)c1cscc1NC(C)=O` gave UPR XBP1 act -0.1, Mdm2 MdmX PPI -5.7, 697 NFkB inh 22.3, Jurkat NFkB inh 12.4, tim10-1 inh 6.7, CHOP UPR activ -0.2, tim23-1 inh 3.9 and TIM10 inh -10.3.
COc1ccc(CNCCCC(=O)Nc2c(Cl)ccc(C)c2Cl)cc1OC was read as UPR XBP1 act -0.5, Mdm2 MdmX PPI -16.2, 697 NFkB inh 14.1, Jurkat NFkB inh -0.5, tim10-1 inh 8.7, CHOP UPR activ -1.0, tim23-1 inh 5.1 and TIM10 inh -9.2.
`CCOC(=O)C1=C(O)C(=O)N(C2CCCCC2)C1` gave UPR XBP1 act -1.1, Mdm2 MdmX PPI 24.7, 697 NFkB inh 9.9, Jurkat NFkB inh 8.3, tim10-1 inh -26.9, CHOP UPR activ 0.5, tim23-1 inh 2.3 and TIM10 inh -3.2.
Screening Cc1ccc(/C=N/NC(=O)c2ccccn2)s1 returned UPR XBP1 act -3.0, Mdm2 MdmX PPI -37.2, 697 NFkB inh -80.7, Jurkat NFkB inh -70.4, tim10-1 inh 8.9, CHOP UPR activ -3.1, tim23-1 inh 3.6 and TIM10 inh 1.1.
Screening Cc1ccc(C(=O)OCC(=O)NCCc2ccccc2)cc1C returned UPR XBP1 act 1.0, Mdm2 MdmX PPI -25.6, 697 NFkB inh 0.5, Jurkat NFkB inh 8.3, tim10-1 inh 10.3, CHOP UPR activ -0.1, tim23-1 inh 24.1 and TIM10 inh -4.1.
O=C(N/N=C/c1ccco1)c1ccc(NC(=O)C2CC2)cc1 was read as UPR XBP1 act 0.2, Mdm2 MdmX PPI -36.8, 697 NFkB inh -2.7, Jurkat NFkB inh -3.2, tim10-1 inh 1.7, CHOP UPR activ -0.5, tim23-1 inh 14.7 and TIM10 inh 0.2.
Screening O=C(O)/C(=C\c1ccccc1OC(F)F)Sc1nnc(-c2ccc(F)cc2)o1 returned UPR XBP1 act -1.1, Mdm2 MdmX PPI 25.1, 697 NFkB inh -0.5, Jurkat NFkB inh -6.3, tim10-1 inh 71.0*, CHOP UPR activ -1.4, tim23-1 inh 70.3* and TIM10 inh 58.8*.
`O=C(CN1CCCCCCC1)Nc1cc(Cl)cc(Cl)c1` gave UPR XBP1 act 2.4, Mdm2 MdmX PPI 17.2, 697 NFkB inh 11.3, Jurkat NFkB inh 19.0, tim10-1 inh 4.9, CHOP UPR activ -0.5, tim23-1 inh 20.1 and TIM10 inh -12.2.

5 entries picked at random from the list so far, as already listed:
O=C(N/N=C/c1ccco1)c1ccc(NC(=O)C2CC2)cc1 was read as UPR XBP1 act 0.2, Mdm2 MdmX PPI -36.8, 697 NFkB inh -2.7, Jurkat NFkB inh -3.2, tim10-1 inh 1.7, CHOP UPR activ -0.5, tim23-1 inh 14.7 and TIM10 inh 0.2.
For CCOc1ccc(NC(=O)CN(C)C(=O)c2cccnc2Sc2ccc(Cl)cc2)cc1OCC the results were UPR XBP1 act -3.7, Mdm2 MdmX PPI 23.6, 697 NFkB inh 6.9, Jurkat NFkB inh 9.5, tim10-1 inh 4.5, CHOP UPR activ -0.1, tim23-1 inh 2.9 and TIM10 inh -6.2.
For CCCCCCCCOc1ccc(C2CC(=O)NC2=O)cc1 (stereo unspecified) the results were UPR XBP1 act -4.5, Mdm2 MdmX PPI 15.7, 697 NFkB inh -7.6, Jurkat NFkB inh 16.6, tim10-1 inh 22.2, CHOP UPR activ 1.3, tim23-1 inh 31.5 and TIM10 inh 3.2.
Screening O=C(O)/C(=C\c1ccccc1OC(F)F)Sc1nnc(-c2ccc(F)cc2)o1 returned UPR XBP1 act -1.1, Mdm2 MdmX PPI 25.1, 697 NFkB inh -0.5, Jurkat NFkB inh -6.3, tim10-1 inh 71.0*, CHOP UPR activ -1.4, tim23-1 inh 70.3* and TIM10 inh 58.8*.
`COc1ccc(OC)c(NC(=O)NCCc2cccc(Cl)c2)c1` gave UPR XBP1 act -1.9, Mdm2 MdmX PPI -15.1, 697 NFkB inh 21.9, Jurkat NFkB inh -3.6, tim10-1 inh 13.0, CHOP UPR activ 0.4, tim23-1 inh 17.1 and TIM10 inh 18.8.

(cont.)
`O=C(Oc1cncc(Cl)c1)c1ccco1` gave UPR XBP1 act 2.0, Mdm2 MdmX PPI -7.8, 697 NFkB inh -1.1, Jurkat NFkB inh -8.4, tim10-1 inh 21.9, CHOP UPR activ 2.3, tim23-1 inh 8.8 and TIM10 inh -12.2.
`CCC(C(=O)Nc1ccc(C(C)C)cc1)c1ccccc1` (stereo unspecified) gave UPR XBP1 act 2.9, Mdm2 MdmX PPI -12.2, 697 NFkB inh 6.1, Jurkat NFkB inh 17.6, tim10-1 inh 23.7, CHOP UPR activ 0.3, tim23-1 inh 4.5 and TIM10 inh 22.3.
For Cc1ccsc1/C=C(\C#N)C(=O)NCCCN1CCOCC1 the results were UPR XBP1 act -1.2, Mdm2 MdmX PPI 1.1, 697 NFkB inh 17.0, Jurkat NFkB inh -5.4, tim10-1 inh 16.2, CHOP UPR activ 2.6, tim23-1 inh -0.3 and TIM10 inh -7.1.
CC1CCN(S(=O)(=O)c2cn(CC(=O)Nc3ccc(OC(F)(F)F)cc3)cn2)CC1 was read as UPR XBP1 act -1.6, Mdm2 MdmX PPI 13.5, 697 NFkB inh -6.5, Jurkat NFkB inh -9.1, tim10-1 inh -11.8, CHOP UPR activ 1.4, tim23-1 inh -17.1 and TIM10 inh -1.7.
CCOC(=O)c1sc(=S)sc1SCc1cccc(C(F)(F)F)c1 was read as UPR XBP1 act -4.6, Mdm2 MdmX PPI 18.1, 697 NFkB inh 24.9, Jurkat NFkB inh -17.0, tim10-1 inh 5.7, CHOP UPR activ -0.1, tim23-1 inh -1.5 and TIM10 inh -13.7.
Screening CC(=O)N1[C@H](Cc2ccccc2)C=C[C@]1(C)C(=O)NCCc1c[nH]c2ccccc12 returned UPR XBP1 act -0.4, Mdm2 MdmX PPI 20.1, 697 NFkB inh 6.5, Jurkat NFkB inh 5.5, tim10-1 inh 16.8, CHOP UPR activ -0.6, tim23-1 inh 7.0 and TIM10 inh 13.1.
`COc1ccc(NC(=O)CSc2nnc(-c3ccccc3Cl)n2Cc2ccco2)c(OC)c1` gave UPR XBP1 act -2.4, Mdm2 MdmX PPI 9.6, 697 NFkB inh -17.0, Jurkat NFkB inh 2.9, tim10-1 inh 23.9, CHOP UPR activ -4.0, tim23-1 inh 18.3 and TIM10 inh -2.3.
Screening Cc1ccc(S(=O)(=O)N(C)C)cc1NC(=O)COC(=O)CSc1ccccc1 returned UPR XBP1 act -1.1, Mdm2 MdmX PPI 4.0, 697 NFkB inh 6.7, Jurkat NFkB inh 1.1, tim10-1 inh 7.4, CHOP UPR activ 1.3, tim23-1 inh 13.8 and TIM10 inh 34.0.
For Cc1ccc(C)c(C(=O)COC(=O)CN2C(=O)C3C4C=CC(C4)C3C2=O)c1 (stereo unspecified) the results were UPR XBP1 act -5.7, Mdm2 MdmX PPI -6.3, 697 NFkB inh -13.4, Jurkat NFkB inh 8.5, tim10-1 inh 8.5, CHOP UPR activ -0.1, tim23-1 inh 10.4 and TIM10 inh 5.5.
C=C(C)CNC(=S)N/N=C/c1ccc(N2CCOCC2)cc1 was read as UPR XBP1 act 1.8, Mdm2 MdmX PPI 2.7, 697 NFkB inh -15.5, Jurkat NFkB inh -4.1, tim10-1 inh 29.8, CHOP UPR activ 1.1, tim23-1 inh -13.0 and TIM10 inh -12.3.
For COc1ccc(CCNS(=O)(=O)c2csc(C(N)=O)c2)cc1OC the results were UPR XBP1 act -3.3, Mdm2 MdmX PPI -2.9, 697 NFkB inh 3.5, Jurkat NFkB inh 10.6, tim10-1 inh -13.1, CHOP UPR activ 1.1, tim23-1 inh 6.3 and TIM10 inh 7.7.
Screening N#C/C(=C\C=C\c1ccccc1[N+](=O)[O-])C(=O)NCc1ccccc1 returned UPR XBP1 act -6.6, Mdm2 MdmX PPI 96.9*, 697 NFkB inh -29.5, Jurkat NFkB inh 37.8, tim10-1 inh 45.0*, CHOP UPR activ 3.4, tim23-1 inh 48.9 and TIM10 inh 38.1.
For CN(CC1COc2ccccc2O1)C(=O)c1ccc(Cl)c(S(=O)(=O)N2CCCCCC2)c1 (stereo unspecified) the results were UPR XBP1 act -1.4, Mdm2 MdmX PPI 25.8, 697 NFkB inh 5.3, Jurkat NFkB inh 9.2, tim10-1 inh 16.5, CHOP UPR activ 0.9, tim23-1 inh 39.2 and TIM10 inh 22.6.
